# TEAD-YAP block: TEAD-YAP interaction inhibition. HEK-TIYL cells, TEAD-Gal4/YAP UAS-luciferase luminescence. inhibition, % at 9.12 µM. AID 1259422. 1.4% of 640,000 active; in the data active = inhibition above about 32%;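 also: 0% = median of test compound wells and 100% = reference inhibitor wells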
# GPR151 activ: human GPR151 activation; Q8TDV0; PathHunter beta-arrestin GPR151 cells, luminescence; activation, % at 11.2 µM; 1% of 650,000 active; in the data active = activation above about 4.9%;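 also: 0% = median of compound wells and 100% = cells with positive control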
# Target sequence (Q8TDV0 whole entry, looked up): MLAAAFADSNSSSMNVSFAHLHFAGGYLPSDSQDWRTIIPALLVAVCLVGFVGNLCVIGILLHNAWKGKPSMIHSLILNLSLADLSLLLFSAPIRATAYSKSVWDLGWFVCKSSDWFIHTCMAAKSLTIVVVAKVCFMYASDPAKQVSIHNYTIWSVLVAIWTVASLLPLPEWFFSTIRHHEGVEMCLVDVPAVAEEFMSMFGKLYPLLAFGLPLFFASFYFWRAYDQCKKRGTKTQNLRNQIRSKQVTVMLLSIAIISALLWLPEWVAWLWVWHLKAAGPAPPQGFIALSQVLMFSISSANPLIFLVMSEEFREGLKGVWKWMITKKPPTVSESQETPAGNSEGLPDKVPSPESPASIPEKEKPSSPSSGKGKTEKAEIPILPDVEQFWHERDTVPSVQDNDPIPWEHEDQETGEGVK
# FBW7 activator: human FBW7 E3 ligase activation, primary screen | Q969H0 | normalized activity (activation), % at 26.1 µM | 0.13% of 650,000 active | AlphaScreen FBW7–phospho-cyclin E peptide binding, activator screen; in the data active = normalized activity above about 1.9%;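 also: purified mutant Fbw7 with reduced substrate affinity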
# Target sequence (Q969H0 whole entry, looked up): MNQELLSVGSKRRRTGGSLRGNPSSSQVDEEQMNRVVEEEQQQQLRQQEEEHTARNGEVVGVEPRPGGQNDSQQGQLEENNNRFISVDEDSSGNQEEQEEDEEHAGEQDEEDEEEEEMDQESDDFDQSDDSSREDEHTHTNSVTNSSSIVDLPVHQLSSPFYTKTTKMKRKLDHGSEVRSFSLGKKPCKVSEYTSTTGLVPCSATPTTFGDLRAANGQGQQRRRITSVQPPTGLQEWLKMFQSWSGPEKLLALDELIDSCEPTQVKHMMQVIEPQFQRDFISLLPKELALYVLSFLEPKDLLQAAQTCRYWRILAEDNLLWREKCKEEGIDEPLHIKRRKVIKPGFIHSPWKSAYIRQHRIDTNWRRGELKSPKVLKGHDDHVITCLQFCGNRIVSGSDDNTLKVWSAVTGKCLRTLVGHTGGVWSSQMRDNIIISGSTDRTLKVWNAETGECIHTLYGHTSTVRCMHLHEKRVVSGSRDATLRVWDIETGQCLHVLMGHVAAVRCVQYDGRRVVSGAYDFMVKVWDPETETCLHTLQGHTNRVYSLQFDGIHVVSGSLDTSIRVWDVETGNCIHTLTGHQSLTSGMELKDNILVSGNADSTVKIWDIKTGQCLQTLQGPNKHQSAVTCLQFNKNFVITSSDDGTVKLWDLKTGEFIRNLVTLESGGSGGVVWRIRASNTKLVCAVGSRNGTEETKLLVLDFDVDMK
# MITF inh: inhibitors of human MITF. O75030. 0.91% of 650,000 active. AlphaScreen MITF homodimerization, bead proximity signal. inhibition, % at 2.6 µM; in the data active = inhibition above about 50%;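 also: 0% = vehicle wells with protein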
# * hit, by the source's call; x = not tested or not shown.
# The opening 18 entries as a preview:
SMILES,TEAD-YAP block,GPR151 activ,FBW7 activator,MITF inh
O=C(Nc1ccnn1C1CCN(Cc2cccc(F)c2)CC1)c1ccc2c(c1)OCO2,13,0.0,0.2,0
CC(=O)c1cccc(NC(=O)c2scc3c2CCCC3)c1,-34,0.2,0.0,11
CCOC(=O)c1ccc(CN(Cc2ccccc2)S(=O)(=O)c2ccc(C)cc2)cc1,6,0.2,-0.1,-2
CCCCN(c1ccccc1)c1ncnc2c1cnn2C,-15,0.5,0.1,-12
O=C(Cc1ccccc1)N1CCN(S(=O)(=O)c2cccc([N+](=O)[O-])c2)CC1,5,-0.7,0.0,14
Cc1ccc(S(=O)(=O)NC2=NCN(CCc3ccccc3)CN2)cc1,-9,-0.2,-0.2,0
CN(C)/C=C/C=C/C=C1\CCC/C(=C\C=C\N(C)C)C1=O,8,-0.8,-0.1,78*
O=[N+]([O-])c1ccc(N2CCN(Cc3ccccc3)CC2)c2ncccc12,-5,0.1,-0.1,-6
CSC1=C(C#N)C(c2ccccc2C)C(C#N)C(=O)N1 (stereo unspecified),0,0.3,0.1,-3
N#Cc1c(NC(=O)Cn2ccc([N+](=O)[O-])n2)sc2c1CCC2,-1,-0.2,0.0,6
CC1=C(C(=O)Nc2cccc(Cl)c2C)C(c2ccc(N(C)C)cc2)NC(=S)N1 (stereo unspecified),5,-0.9,-0.1,0
O=C(c1ccccc1Cl)N1c2ccccc2Sc2ccccc21,0,1.0,0.1,12
CCOC(=O)C1CCN(c2c(NCCc3cccc(C)c3)c(=O)c2=O)CC1,3,0.5,0.1,0
Nc1cccc(S(=O)(=O)NC2CCCC2)c1,11,-0.8,0.5,20
Cc1cccc2c(=O)cc(C)n(CC(=O)N3CCCCC3)c12,1,0.3,0.1,2
Cc1cc(NS(=O)(=O)c2ccc(NC(=O)c3ccc(C(=O)C(=O)c4ccccc4)cc3)cc2)nc(C)n1,1,1.0,0.0,4
CCN(CC)CCNS(=O)(=O)c1c(Cl)cc(Br)cc1Cl,-3,-0.9,0.1,7
CCCC(=O)Nc1nnc(CC(=O)N2CCCC2)s1,7,-1.4,0.2,1

# The listing, repeating the preview:
SMILES,TEAD-YAP block,GPR151 activ,FBW7 activator,MITF inh
O=C(Nc1ccnn1C1CCN(Cc2cccc(F)c2)CC1)c1ccc2c(c1)OCO2,13,0.0,0.2,0
CC(=O)c1cccc(NC(=O)c2scc3c2CCCC3)c1,-34,0.2,0.0,11
CCOC(=O)c1ccc(CN(Cc2ccccc2)S(=O)(=O)c2ccc(C)cc2)cc1,6,0.2,-0.1,-2
CCCCN(c1ccccc1)c1ncnc2c1cnn2C,-15,0.5,0.1,-12
O=C(Cc1ccccc1)N1CCN(S(=O)(=O)c2cccc([N+](=O)[O-])c2)CC1,5,-0.7,0.0,14
Cc1ccc(S(=O)(=O)NC2=NCN(CCc3ccccc3)CN2)cc1,-9,-0.2,-0.2,0
CN(C)/C=C/C=C/C=C1\CCC/C(=C\C=C\N(C)C)C1=O,8,-0.8,-0.1,78*
O=[N+]([O-])c1ccc(N2CCN(Cc3ccccc3)CC2)c2ncccc12,-5,0.1,-0.1,-6
CSC1=C(C#N)C(c2ccccc2C)C(C#N)C(=O)N1 (stereo unspecified),0,0.3,0.1,-3
N#Cc1c(NC(=O)Cn2ccc([N+](=O)[O-])n2)sc2c1CCC2,-1,-0.2,0.0,6
CC1=C(C(=O)Nc2cccc(Cl)c2C)C(c2ccc(N(C)C)cc2)NC(=S)N1 (stereo unspecified),5,-0.9,-0.1,0
O=C(c1ccccc1Cl)N1c2ccccc2Sc2ccccc21,0,1.0,0.1,12
CCOC(=O)C1CCN(c2c(NCCc3cccc(C)c3)c(=O)c2=O)CC1,3,0.5,0.1,0
Nc1cccc(S(=O)(=O)NC2CCCC2)c1,11,-0.8,0.5,20
Cc1cccc2c(=O)cc(C)n(CC(=O)N3CCCCC3)c12,1,0.3,0.1,2
Cc1cc(NS(=O)(=O)c2ccc(NC(=O)c3ccc(C(=O)C(=O)c4ccccc4)cc3)cc2)nc(C)n1,1,1.0,0.0,4
CCN(CC)CCNS(=O)(=O)c1c(Cl)cc(Br)cc1Cl,-3,-0.9,0.1,7
CCCC(=O)Nc1nnc(CC(=O)N2CCCC2)s1,7,-1.4,0.2,1
COc1ccc(C(C)NC(=O)C(=O)NCc2ccco2)cc1 (stereo unspecified),-5,0.1,-0.2,-7
CC(C)CC(=O)N(c1ccc(F)cc1)C1C=CS(=O)(=O)C1 (stereo unspecified),8,-0.3,-0.1,5
COc1ccc(C(N)=O)cc1NS(=O)(=O)c1ccc(C(C)(C)C)cc1,-3,0.1,-0.2,-1
Cc1ccc(Cl)cc1NC(=O)c1ccc(Br)o1,4,0.4,0.0,4
CCCCCCOc1ccccc1C(=O)NCCOc1ccc(Cl)cc1,-1,-0.3,0.6,9
CCc1cccc2c(C#N)cn(CC(=O)NCCOC)c12,3,-0.9,0.5,-18
O=C(CNS(=O)(=O)c1cc(Cl)ccc1Cl)OCC(=O)c1cccs1,2,-0.1,0.5,4

# Further results follow:
SMILES,TEAD-YAP block,GPR151 activ,FBW7 activator,MITF inh
COc1ccc(NC(=O)c2c(NC(=O)c3ccccc3)sc3c2CCC3)cc1,7,-2.3,0.4,10
COc1ccc2cc(C)c3nn(CC(=O)N4CCNC(=O)C4(C)C)c(=O)n3c2c1,8,-0.7,-0.1,0
CC(C)CC(=O)Nc1nnc(-c2ccc(C(C)(C)C)cc2)s1,-5,1.3,0.0,10
CCCCCN(CCCCC)Cc1cc(Cl)c2cccnc2c1O,5,1.6,-1.2,31
Cc1cccc(C(=O)Nc2noc3nc(C)cc(C)c23)c1,-29,0.0,0.2,-16
CCOc1ccc(NC(=O)C2=C(C)NC(=O)NC2c2ccc(O)c(OC)c2)cc1 (stereo unspecified),0,1.0,0.5,7
COc1cc(OC)c(NC(=O)NCCNc2nc(C)cc(N3CCCCC3)n2)cc1Cl,10,-1.0,-0.1,2
COc1ccc(N(CC(=O)Nc2cc(C)[nH]n2)C2=NC3CS(=O)(=O)CC3S2)cc1 (stereo unspecified),-4,0.4,-0.9,3
CC(=O)NC1=NN(C(C)=O)C(c2cccs2)S1 (stereo unspecified),0,1.2,0.0,-5
O=c1oc(-c2sc3ccccc3c2Cl)nc2ccccc12,-65,2.4,-0.1,-2
CCCNc1ncnc2c1nc(Nc1cccnc1)n2C(C)C,5,2.1,0.2,4
CSc1ccccc1NC(=O)CCCn1c2ccccc2c(=O)c2ccccc21,8,-0.8,0.4,-11
Cc1ccc(N2C(=O)CN(C)C2=S)cc1C,10,-1.0,0.4,7
O=S(=O)(c1ccc(-c2csc(Nc3ccc(Br)cc3)n2)cc1)N1CCOCC1,-1,2.4,-0.1,-11
CCN(CC)CCNCC(O)COC(c1ccccc1)c1ccc(C)cc1 (stereo unspecified),1,-0.4,0.0,45
COCCNS(=O)(=O)c1ccc2c(c1)CCN2C(=O)C1CC1,-2,-0.6,0.1,-14
COCCOC(=O)C1=C(C)NC2=C(C(=O)CCC2)C1c1cc(Cl)c(O)c(OC)c1 (stereo unspecified),-2,-0.6,-0.2,-3
COc1ccc(Nc2nc(-c3cccc(C)c3)nc3ccccc23)cc1Cl,-10,-0.3,0.1,6
O=C(CN1C(=O)C2CC=CCC2C1=O)OCC(=O)c1ccc(Cl)c([N+](=O)[O-])c1 (stereo unspecified),-4,0.2,0.0,-7
Cc1cc(C)cc(OCC(=O)N2CCN(c3ccc(F)cc3)CC2)c1,3,-1.1,0.0,-10
CCCNC(=O)c1c[nH]c2ccc(S(=O)(=O)N(C)c3ccc(OCC)cc3)cc2c1=O,9,-0.2,0.4,-3
CCC(C)NC(=O)c1nc2c(nnn2Cc2ccccc2Cl)c(=O)[nH]1 (stereo unspecified),-8,0.8,0.0,8
Cc1c(C(=O)NCCCN2CCOCC2)sc2ncnc(N3CCc4ccccc4C3)c12,-5,0.7,0.7,26
CCOc1ccc2c(c1)c1nc3ccccc3nc1n2C,1,0.6,0.0,-10
Cc1ccc(-c2cn3ccccc3n2)cc1C,59*,-8.4,-0.2,6

# Next structures follow.
SMILES,TEAD-YAP block,GPR151 activ,FBW7 activator,MITF inh
CCCN(CCC)CCCNC(=O)CC1Nc2ccccc2NC1=O (stereo unspecified),-6,0.7,-0.1,11
COc1cc(C2C(C#N)=C(N)N(c3ccc(Cl)cc3)C3=C2C(=O)CCC3)cc(OC)c1OC (stereo unspecified),14,-0.4,-0.3,-12
COc1ccc(N2CC(COS(C)(=O)=O)CC2=O)cc1 (stereo unspecified),-2,0.4,-0.1,9
COc1ccc(CCNc2nnc(-c3ccccc3)c(=O)[nH]2)cc1OC,1,0.7,-0.1,-11
Cc1onc(-c2ccccc2Cl)c1C(=O)Nc1c2c(nn1-c1ccc(F)cc1)CS(=O)(=O)C2,8,-0.2,0.5,11
CC(C)CC(=O)N1CCC2(CCC(CNC(=O)C3(c4ccc(Cl)cc4)CC3)O2)CC1 (stereo unspecified),-1,0.3,0.2,-12
COc1ccc(/C=C2/SC(=Nc3ccc(S(N)(=O)=O)cc3)NC2=O)cc1,-1,0.4,-0.1,4
COc1ccc(N2CC(C(=O)N/N=C/c3ccc(F)cc3)CC2=O)cc1 (stereo unspecified),9,1.4,0.0,-4
COc1ccc2c(c1)CC(C(=O)Nc1ccc(-c3cn[nH]c3)cc1SCCN1CCCC1)CO2 (stereo unspecified),0,-1.4,-0.5,3
CCOc1cc(C(=O)NC2CC2)cc(OCC)c1OCC,-6,3.1,0.3,19
CCOC(=O)c1sc2nc(C)nc(Nc3ccc(OC)c(OC)c3)c2c1C,2,-0.4,-0.1,-3
COc1ccccc1N1CCN(C(=O)c2ncoc2-c2ccccc2C(F)(F)F)CC1,51*,0.2,0.0,-17
Cc1ccc(C(=O)N/C(=C\c2ccco2)C(=O)OC(C)C)cc1,-54,-1.2,0.1,2
COc1cc(OC)c(NS(=O)(=O)c2cc3[nH]c(=O)c(=O)[nH]c3cc2C)cc1Cl,8,1.0,0.1,4
CC(C)C(=O)Nc1nn(Cc2ccc(C(=O)N3CCOCC3)cc2)c2ccccc12,-2,-0.9,0.3,16
NC(=O)CCC(=O)N1CCCC(C(=O)c2ccc(Oc3ccccc3)cc2)C1 (stereo unspecified),-7,0.6,0.3,-9
Nc1[nH]nc2nc3ccccc3nc12,x,-1.9,-0.1,13
CCOC(=O)C1CCC(CN(Cc2ccccc2C)S(=O)(=O)c2ccc([N+](=O)[O-])cc2)CC1 (stereo unspecified),3,1.3,-0.3,16
CCC(=O)NC(=S)Nc1ccc(NC(=O)COc2ccccc2[N+](=O)[O-])cc1,10,1.5,-0.2,2
N#CC1=C(SCc2ccccc2)NC(=O)CC1c1cccc2ccccc12 (stereo unspecified),-12,-1.2,0.1,7
Nc1ncc(-c2cccc(F)c2)nc1-c1ccc(C(=O)O)cc1,-9,-0.4,0.3,27
c1ccc2c(CN3CCSCC3)ccnc2c1,-9,-0.2,0.0,5
COc1c(S(=O)(=O)N2CCN(c3ccccc3)CC2)ccc(Cl)c1Cl,-5,-0.5,0.1,15
COc1cc(C2Nc3ccccc3NC3=C2C(=O)CC(c2ccccc2Cl)C3)cc(OC)c1OC (stereo unspecified),-1,5.6*,0.5,16
CC(=O)O/C(C(=O)c1ccccc1)=C(/O)c1ccccc1,-7,-0.4,-0.1,3

# More compounds follow.
SMILES,TEAD-YAP block,GPR151 activ,FBW7 activator,MITF inh
O=C(NCc1ccco1)c1ccccc1C(=O)c1ccccc1,3,-1.6,0.0,10
COc1ccc(-c2cn3c(C(=O)N4CCN(c5ccccc5OC)CC4)csc3n2)cc1,-8,-0.4,-0.1,2
COc1cccc(C2CC(=O)N3C(=C2C#N)SCC3(O)c2ccc(Cl)cc2)c1OC (stereo unspecified),-13,-1.9,0.3,13
Cc1cc2c(s1)c1cnn(CCC(N)=O)c(=O)c1n2C,-2,1.8,-0.2,12
CC1(C)CC(=O)C2=C(C1)Nc1ccccc1NC2c1ccc(C#N)cc1 (stereo unspecified),7,-0.8,-0.4,-2
COc1cc(OC)cc(C(=O)Nc2cc(C(=O)N3CCN(c4ccccc4OC)CC3)ccc2N2CC3CC(C2)c2cccc(=O)n2C3)c1 (stereo unspecified),-5,-1.8,0.0,0
O=C(O)c1ccc(S(=O)(=O)c2ccc3c(c2)C(=O)N(c2ccc(O)c(C(=O)O)c2)C3=O)cc1,-1,1.0,0.5,9
CCC(C)(C)C(=O)Nc1nnc(CC(C)C)s1,-7,-1.1,-0.2,-10
CCn1c(SCC(=O)Nc2ccccc2Cl)nnc1-c1ccccc1O,27,0.3,0.0,5
CCOc1ccc(N(CC)S(=O)(=O)c2ccc3c(c2)oc(=O)n3C)cc1,48*,2.1,0.0,15
O=C(COc1ccc(/C=C2/NC(=O)NC2=O)cc1)Nc1ccccc1,-7,0.7,-0.6,-15
O=C(NCc1ccco1)c1cc(=O)[nH]c2ccc(Br)cc12,5,1.7,-0.2,4
CCCOc1ccc(C(=O)CCC(=O)OC/C(O)=C(\C#N)c2nc3ccccc3[nH]2)cc1,8,-1.8,-0.1,15
Cc1cccc(N(C)S(=O)(=O)c2ccc3[nH]cc(C(=O)NCCN4CCOCC4)c(=O)c3c2)c1,4,0.0,0.1,-9
COc1cccc(CNC(=O)c2cc3cccnc3n(C)c2=O)c1,0,0.1,-0.1,-9
O=C(COc1ccc(F)cc1)Nc1cccnc1,-6,1.0,0.0,-3
COc1cccc(/C(C)=N/N=C(\C)c2cccc(OC)c2)c1,3,-0.1,0.6,16
O=C(Nc1cc([N+](=O)[O-])ccc1Cl)Nc1cc(C(F)(F)F)ccc1-n1ccnc1,5,-0.2,0.0,0
COC(=O)CNc1nc(-c2ccc(Br)cc2)nc2ccccc12,3,-0.6,0.1,-3

# Part of the list above with just GPR151 activ and MITF inh:
mol | GPR151 activ | MITF inh
COc1ccc(-c2cn3c(C(=O)N4CCN(c5ccccc5OC)CC4)csc3n2)cc1 | -0.4 | 2
COc1cccc(C2CC(=O)N3C(=C2C#N)SCC3(O)c2ccc(Cl)cc2)c1OC (stereo unspecified) | -1.9 | 13

# The order is random (roughly 3.4% active in at least one column).
